High-throughput results from PubChem.
p53 reactivator: qHTS assay for re-activators of p53 using a Luc reporter. Potency, µM (series often up to 92.2 µM), without a hit: at the top dose activity change, positive = activation, actives largely listed as activators. AID 504706, 2011. H1299 p53-A138V BP100-luciferase reporter, luminescence, 24 h. 0.063% of 320,000 active; note: potency is the fitted concentration of half-maximal effect; % of control where 0% means no effect; nearly all actives have a fitted effect of over 45% in size
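p53-null H1299 cells stably carrying temperature-sensitive p53-A138V and a BP100-luciferase reporter were pinned with compounds (4-point, 1:5 series) and held 24 hrs at 37 deg C. Luminescence was read 10 min after detection reagent.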
a7 integrin act: qHTS for Activators of Integrin-Mediated Alleviation for Muscular Dystrophy; alpha7betagal myoblasts, beta-gal FDG fluorescence, 48 h; Potency, µM (doses to about 38.3 µM), without a hit: at the top dose activation, actives largely listed as activators; 0.064% of 350,000 active; AID 624291, 2012;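 note: potency is the fitted concentration of half-maximal effect; 100% = response of the positive control SU9516; nearly all actives have a fitted effect of over 60% in size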
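Alpha7betagal+/- myoblasts (passage 13) were plated 16-24 hr, then exposed to compounds (1:260 dilution of DMSO stock) for 48 hours at 37C. After MPER lysis, β-galactosidase reporter activity was read as FDG fluorescence (ex 480/em 540) after 30 minutes.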
A-T KAP1 phos: qHTS Assay for Identifying a Potential Treatment of Ataxia-Telangiectasia | […] A-T fibroblasts, KAP-1 phosphorylation AlphaLISA; neocarzinostatin DNA damage 30 min before lysis | Potency, µM (doses to about 57.5 µM), for inactives: at the highest dose activation, actives largely listed as activators | 0.19% of 320,000 active; note: potency is the fitted concentration of half-maximal effect; % of control where 0% means no effect; nearly all actives have a fitted effect of over 45% in size
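hTERT-immortalized A-T patient fibroblasts ([…]), 500 cells/well in OPTI-MEM, 1% FBS, got compounds for 60 min, then NCS for 30 min at 37C. Lysates were then assayed for phospho-KAP-1 by AlphaLISA (anti-pKAP1 donor, anti-KAP1 acceptor beads), 6 hr at 25C.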
TRPV1 ag: HTS Assay for Compounds that Act as Agonists of the Vanilloid Receptor 1; Transient receptor potential cation channel subfamily V member 1 (Homo sapiens), Q8NER1; TRPV1-expressing cells, Fluo-8 calcium influx, agonist mode; activation, % at 8.33 µM; AID 540275, 2011; 0.19% of 320,000 active; in the data active = activation above about 80%; inconclusive = between about 30% and that limit; note: 0% is about no effect
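TRPV1-expressing cells were cultured overnight at 35.5C and loaded with Fluo-8 calcium dye for 40 to 90 min at room temperature. After a 10 s baseline, compound was added and calcium influx was read kinetically for 3 min (ex 480/em 520 nm).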
BRCA1 expr up: qHTS Assay to Identify Small Molecule Activators of BRCA1 Expression; 1.1% of 380,000 active; MCF7-BRCA1-FFLuc reporter, luminescence, 48 h; response scale: scaled: vehicle 0%, 10 µM genistein 100%; AID 624202, 2012; Potency, µM (series often up to 46.1 µM), inactives show at the top dose activation, actives largely listed as activators; note: potency is the fitted concentration of half-maximal effect; nearly all actives have a fitted effect of over 80% in size; some results filed as inactive show a strong effect at the top dose
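Activators of BRCA1 expression were detected as increased firefly luciferase luminescence in engineered MCF7 cells after 48 h compound incubation. Signals were scaled to genistein 10 microM as full activation.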
B2AR arrestin: qHTS assay of beta-arrestin-biased ligands of beta2-adrenergic receptor; Potency, µM (titrated, usually from 46.1 µM), for inactives: at the highest dose activation, most hits filed as activators; 0.02% of 330,000 active; beta-arrestin recruitment to beta2AR, cell-based reporter; Beta-2 adrenergic receptor (Homo sapiens), P07550;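 note: potency is the fitted concentration of half-maximal effect; 0% = DMSO controls and full agonism = EC100 isoproterenol or metaproterenol; nearly all actives have a fitted effect of over 65% in size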
MLL CXXC-DNA inh: qHTS Fluorescence Polarization Assay for Inhibitors of MLL CXXC domain - DNA interaction. MLL-CXXC / FITC-HOXA9 DNA fluorescence polarization. Histone-lysine N-methyltransferase 2A (Homo sapiens), Q03164. Potency, µM (highest dose often 115 µM), without a hit: at the top dose activity change, negative = inhibition, actives largely listed as inhibitors. 0.037% of 290,000 active. AID 2662, 2010; active = well fitted inhibition curve with a large enough effect in the polarisation, with a control signal flat, not every such curve was filed as active; inconclusive = small, poorly fitted or top-dose-only effect, or effect the other way, or a change in a side signal; inactive = no such curve, though single readings can be large or run the other way; the % refers to the polarisation; note: potency is the fitted concentration of half-maximal effect
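Purified MLL-CXXC (added from a 7 uM solution) was preincubated 5 min at ambient with pinned compounds in 50 mM Tris-HCl pH 7.5, 50 mM NaCl, 1 mM DTT, 0.05% BSA. Fluorescein-labeled HOX-A9 DNA (50 nM solution) followed, 30 min, then polarization read.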
TSG101-PTAP inh: qHTS Assay for Iinhibitors of HIV-1 Budding by Blocking the Interaction of PTAP/TSG101; Tumor susceptibility gene 101 protein (Homo sapiens), Q99816; Fluorescence polarization, FITC-PTAP peptide / Tsg101 binding; Potency, µM (titrated, usually from 115 µM), for the others: top-dose activity change, negative = inhibition, usual class: inhibitors; 340,000 tested, under 10 active; AID 493005, 2010; active = well fitted inhibition curve with a large enough effect in the main read-out, with a control signal flat, not every such curve was filed as active; inconclusive = small, poorly fitted or top-dose-only effect, or effect the other way, or a change in a side signal; inactive = no such curve, though single readings can be large or run the other way; note: potency is the fitted concentration of half-maximal effect; % of control where 0% means no effect
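Fluorescence anisotropy tracks displacement of a FITC-tagged PTAP peptide (50 nM) from the Tsg101 binding domain (10 uM), following a 20 min room-temperature incubation at pH 7.5.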
TCR activator: Activators of T cell receptors: qHTS campaign; primary human leukocytes, anti-CD3, IL-2 HTRF, 48 h; Potency, µM (series often up to 9.22 µM), without a hit: top-dose activation of IL-2 secretion, usual class: activators; 330,000 tested, under 10 active; AID 504894, 2011; note: % of control where 0% means no effect
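Readout: HTRF IL-2, Eu-cryptate/d2 antibody pair, 320nm excitation, 665nm emission. Stimulus: a-CD3 beads, no co-stimulation. Cells: primary human leukocytes. Exposure: 48 hr with compound.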
ELG1 repair inh: qHTS screen for small molecules that inhibit ELG1-dependent DNA repair in human embryonic kidney (HEK293T) cells expressing luciferase-tagged ELG1; 2.3% of 330,000 active; Potency, µM (highest dose often 46.1 µM), without a hit: at the highest dose activity change, negative = inhibition, most hits filed as inhibitors; HEK293T ELG1-luciferase reporter, luminescence, 16 h; DNA damage induced by 5-fluorouridine; AID 504467, 2011; note: potency is the fitted concentration of half-maximal effect; % is set by controls: 0 for no effect and ±100 for the full control effect; nearly all actives have a fitted effect of over 55% in size
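Cells (2,000 per well) received 5-fluorouridine plus test compound or DMSO and were incubated 16 hr at 37 °C, 5% CO2. Luciferase activity was read by luminescence 30 min after ONE-Glo addition; signal suppression marked inhibition of damage-induced ELG1 function.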
* hit, by the source's call; ? = inconclusive; . = no result given; & = joins results of further samples; [ ] = remark or other dose. Unless noted, calls come from the whole dose curve; as a rule, active = well fitted curve in the direction sought with a large enough effect; inconclusive = small, poorly fitted or top-dose-only effect, or another doubt; inactive = no such curve, though single readings can be large; an effect the other way counts as inactive or inconclusive.

SMILES | p53 reactivator | a7 integrin act | A-T KAP1 phos | TRPV1 ag | BRCA1 expr up | B2AR arrestin | MLL CXXC-DNA inh | TSG101-PTAP inh | TCR activator | ELG1 repair inh
CCCC1N2CC3([N+](=O)[O-])CN1CC([N+](=O)[O-])(C2)C3(C)C (stereo unspecified) | -2% | 3% | 14% | 4 | 17% | -1.4% | 4% | -1% | -7%[46.1 µM] | 0%
O=C(CNC(=O)c1ccc(Cl)cc1)NC(CO)c1ccccc1 (stereo unspecified) | -3% | 28% | 4% | -1 | -11% | 0.5% | 20% | 0% | -2% | 1%
CCOc1ccccc1/C=C(/NC(=O)c1ccccc1)C(=O)N1CCCCC1 | -2% | -10% | 3% | 22 | -13% | 0.1% | ? | 0% | 1% | ?
C=CCNC(=O)c1scc2c1CCCC2 | 2% | -1% | -5% | 2 | 17% | -0.3% | -6% | 1% | 1% | 26%
Cc1c(Cc2ccccc2)c(=O)oc2c(C)c(OCC(=O)N3CCC(C(=O)O)CC3)ccc12 | 6% | -2% | 3% | 2 | 5% | -0.5% | -5% | 1% | 4% | -3%
COc1ccc2c(c1OC)C(=O)N(c1ccc(C)cc1)C2=O | 3% | 8% | 4% | -5 | 13% | -0.6% | -1% | 0% | 4% | ?
Cc1ccc(NC(=O)[C@@H](CC(C)C)NC(=O)[C@@H]2Cc3ccccc3CN2)cc1 | ? | -6% | 2% | 4 | 12% | -0.2% | 5% | -1% | -1% | ?
COC(=O)Cn1c(=O)c(=O)n(CC(=O)OC)c2ccccc21 | 3% | -5% | 2% | -2 | -3% | -0.2% | 0% | 0% | 5% | -7%
O=S(=O)(c1ccccc1)N1CCN(c2ccccc2)CC1 | 7% | -21% | 9% | 0 | 2%&1% | -0.4% | -2% | -5% | 0% | -7%
N#Cc1ccccc1-c1ccccc1C(=O)N1CCCCC1 | . | -9% | 11% | 7 | -1% | 0.8% | -8% | -4% | -1% | 3%
O=c1oc2c(CN3CCOCC3)c(O)ccc2c2c1CCC2 | 2% | 3% | 1% | -1 | 6% | -0.9% | 4% | -1% | -4% | -1%
CC(=O)Nc1ccc(S(=O)(=O)NC(C)c2nc(-c3ccccc3)no2)cc1 (stereo unspecified) | 3% | 1% | 21% | 3 | 2% | -0.5% | -18% | 1% | -4% | 10%
O=C(CNS(=O)(=O)c1ccccc1)NCC(=O)OCc1ccc(C(=O)c2ccccc2)cc1 | 3% | 9% | -4% | -2 | 11% | -1.6% | -4% | -8% | -1%[46.1 µM] | 13%
COc1ccc(-n2ncc3c2CC(C)(C)CC3NC(=O)c2cn[nH]c2)cc1 (stereo unspecified) | 7% | -26% | 8% | 0 | -44% | 0.0% | -2% | -1% | . | 11%
Cc1cccc(NC(c2ccc(O)cc2)c2ccc3ccc(C)nc3c2O)n1 (stereo unspecified) | 19% | -50%[inhibitor] | 0% | 1 | -4% | -0.7% | -2% | -1% | -1% | -4%
O=C1CSC(=Nc2cccc([N+](=O)[O-])c2)N1 | 2% | -3% | -6% | 0 | -13% | -0.4% | 1% | -5% | 9% | 7%
CCOC(=O)C1=C(CSc2nc(C)cc(C)c2C#N)OC(N)=C(C#N)C1c1cccs1 (stereo unspecified) | 2% | -27% | 3% | 0 | -22% | -0.1% | 7% | -5% | 3% | -11%
CCCOC(=O)c1sc2nc3c(cc2c1N)C(=O)CCC3 | 16% | -19% | -2% | 2 | 93% | -0.2% | 4% | -2% | -22% | ?
Cc1cc2ncn(C(=O)c3c(-c4c(Cl)cccc4Cl)noc3C)c2cc1C | 1% | 9% | -8% | 2 | -4% | 0.4% | -6% | -1% | -34% | 0%
Cc1c(C(=O)NCc2ccccc2)oc2c1C(=O)CCC2 | 2% | 17% | 2% | -2 | 34% | -1.0% | -1% | -1% | -4%[46.1 µM] | 6%

The list goes on (two carried over from the part before).
SMILES | p53 reactivator | a7 integrin act | A-T KAP1 phos | TRPV1 ag | BRCA1 expr up | B2AR arrestin | MLL CXXC-DNA inh | TSG101-PTAP inh | TCR activator | ELG1 repair inh
Cc1cc2ncn(C(=O)c3c(-c4c(Cl)cccc4Cl)noc3C)c2cc1C | 1% | 9% | -8% | 2 | -4% | 0.4% | -6% | -1% | -34% | 0%
Cc1c(C(=O)NCc2ccccc2)oc2c1C(=O)CCC2 | 2% | 17% | 2% | -2 | 34% | -1.0% | -1% | -1% | -4%[46.1 µM] | 6%
Cc1ccc(/C=N/NC(=O)c2cc(-c3ccc(C)o3)[nH]n2)cc1 | 4% | -32% | -5% | 0 | -23% | -1.3% | 8% | -1% | 3% | ?
NC(=O)Cc1nc(-c2ccc(F)cc2)cs1 | 1% | 17% | 3% | 1 | 2% | -0.5% | -6% | -1% | 2% | 0%
O=C(CCS(=O)(=O)Cc1ccccc1)N1CCN(c2ccccc2)CC1 | 3% | 3% | . | 5 | -6% | 0.0% | 6% | -6% | -4% | 1%
Cc1ccnc(SCc2cc(=O)c(OC(=O)c3ccc(Br)o3)co2)n1 | 5% | -3% | -7% | 0 | -3% | -0.1% | 185%[activator] | -2% | 5%[46.1 µM] | -14%
COc1ccc(/C=C/C(=O)OC(C)CN2CCOCC2)cc1 (stereo unspecified) | 28% | 0% | -3% | 10 | 1% | -0.3% | -28% | -4% | -1% | 6%
Cc1ccc(S(=O)(=O)CC(=O)NCc2ccccc2)cc1 | 0% | 2% | 0% | -4 | 14% | -0.1% | 39%[activator] | -2% | 8% | 5%
COc1ccc(N2CCN(C(=O)[C@H](C)N3C(=O)C4CC=CCC4C3=O)CC2)cc1 (stereo partly specified) | 9% | 2% | 26% | . | -19% | -0.7% | . | 1% | 3% | -6%
O=C(NCc1ccc(F)cc1)C1CCN(C(=O)NCc2ccccc2)CC1 | 15% | -9% | 5% | 0 | 11% | -0.3% | -5% | -6% | 4% | -2%
O=C(Nc1cccc(S(=O)(=O)NC2=NCCCCC2)c1)c1cc(-c2ccc(Cl)cc2)nc2ccccc12 | -4% | 37% | 23% | 2 | -46% | -1.2% | 12% | -1% | -1%[46.1 µM] | ?
Cc1oc(CSCC2CCCO2)cc1C(=O)O (stereo unspecified) | 1% | ? | 0% | -2 | 38% | 0.0% | -1% | -3% | 8% | 16%
S=c1sc2c(N3CCN(Cc4ccccc4)CC3)ncnc2n1-c1ccccc1 | 6% | -5% | 4% | 1 | -35% | -0.4% | -9% | -5% | 5% | -7%
COc1cccc(/C=N\NC(=O)c2cc(OCC(F)(F)F)ccc2OCC(F)(F)F)c1 | -4% | 10% | ? | -5 | 4% | -0.4% | -7% | -1% | -1% | -24%
O=C(c1cc2nc(-c3ccco3)cc(C(F)(F)F)n2n1)N1CCN(Cc2ccccc2)CC1 | 2% | 11% | 4% | 10 | -9% | 0.2% | 21% | -2% | -6% | ?
O=C(NCCc1ccccc1)c1cc(-c2ccccc2)c(N2CCOCC2)s1 | . | -17% | . | . | -42% | . | . | -2% | -5% | .
O=C(Nc1ccc(F)cc1F)c1csc(-c2ccncc2)n1 | 23% | 13% | 2% | 17 | -8% | 0.2% | -7% | -1% | 0% | 10%
CCOC(=O)c1c(C)[nH]c(C(=O)OCC(=O)NC(C)(C)C)c1C | -1% | 7% | 1% | 0 | -2% | -0.2% | 10% | -5% | 4% | 0%
CCOc1ccc(S(=O)(=O)N(CC)CC(=O)N2CCCC2)cc1 | 24% | -21% | 2% | 1 | 2% | -0.6% | 3% | -4% | . | -2%
Cc1cc2[nH]c(=O)c(=O)[nH]c2cc1S(=O)(=O)Nc1cccc(Cl)c1C | 6% | 1% | 7% | -2 | -3% | -1.0% | . | -2% | 13% | 26%
COc1ccc(NC(=O)C2CCN(S(C)(=O)=O)CC2)c(OC)c1 | . | 32% | 3% | 4 | -3% | 0.4% | -3% | -6% | -1% | 2%
CCOC(=O)c1cn(-c2ccc(F)c(F)c2F)c2c(F)c(F)c(F)cc2c1=O | 4% | 11% | -2% | 3 | 2% | -0.1% | 6% | 1% | . | -2%
CSCC(C)N1CCC(CO)(CCCc2ccccc2)CC1 (stereo unspecified) | -5% | 4% | 2% | 4 | -8% | -0.2% | 0% | -1% | 6% | -1%
COc1cc(NC(=O)Cn2cnc(C(=O)Nc3ccc(C)c(C)c3)n2)cc(OC)c1OC | 3% | -4% | 6% | . | 6% | -0.4% | . | -4% | 3%[46.1 µM] | 0%
